Dynein cargo inh: dynein cargo transport inhibition; 0.47% of 220,000 active; z-score, hits read low; 3617.4 mouse cells, GR-EGFP nuclear translocation imaging; test concentration mostly 20 µM; stimulated with dexamethasone, 1 µM; stronger effect = lower value;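 active = plate z-score of nuclear minus cytoplasmic receptor signal below a set negative limit, without overly bright fluorescence or cell loss, cut at about -3.5 in these data, passing the limit was not always enough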;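 also: z-score of nuclear minus cytoplasmic ring GR-EGFP intensity difference per well; some compounds called inactive have numbers as strong as hits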
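medium = tetracycline-free induction medium containing charcoal-stripped FBS | probe or stimulus = dexamethasone, 1.0 µM final | timing = 48 h induction, then 1 h compound, then 30 min agonist, 37 °C | detection = automated 10x imaging of fixed Hoechst-stained cells | read-out basis = nuclear versus cytoplasmic GR-EGFP signal, averaged per well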
T cell modulator: modulates CD8 T cell binding to vesicles | AID 2052 | 2C CD8+ T cell-vesicle binding, flow cytometry; stronger effect = lower value | calls only at 7 µM | 0.068% of 330,000 active;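 active = response, share of CD8 T cells binding vesicles, and their 90th percentile fluorescence all below set limits, cut at about 80% in these data, passing the limit was not always enough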
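Read-out – percent CD8+ FL2 mean versus row control · System – murine 2C transgenic CD8+ T lymphocytes · Times – 1.5 h cell–vesicle binding at 37 °C, then 20 min icy labelling · Control set – naked vesicles low, QL9 vesicles with vehicle high · Detection – cytometric PE anti-B7-1 and Alexa647 anti-CD8 signals after 1% paraformaldehyde fixation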
bCat nuc transl: alters nuclear translocation of beta-catenin in HeLa cells. immunofluorescence imaging. nuclear translocation activity, % at 5 µM. 0.3% of 190,000 active;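 active = nuclear translocation activity above 50% at 5 µM, with a well cell count of 50 or more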;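 also: per-cell ratio of nuclear to cytoplasmic median beta-catenin stain intensity; plate controls were DMSO negative control for no effect and GSK-3 inhibitor IX positive control for full effect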
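Test system: human HeLa cells, endogenous beta-catenin. Times: 24 h compound exposure, 37°C. Measured by: beta-catenin immunofluorescence imaging with DAPI.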
MT stabilizer: microtubule stabilization, imaging screen; HeLa tubulin immunostaining HCS, 24 h; share of cells brighter than vehicle mean+2SD; % tubulin-high responders, % at 10 µM; 0.83% of 200,000 active; AID 2205;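 active = plate Z-score above 3 for both tubulin-high and condensed-nucleus cell shares, with cell loss under 80%, at 10 µM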;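 also: anti alpha tubulin signal scored within the nucleus-defined area of each cell; some results filed as inactive read as strong as hits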
P. falciparum M1AAP: P. falciparum M1AAP inhibitors, biochemical, fluorogenic H-Leu-NHMec substrate, 1536-well (AID 1445). 0.42% of 220,000 active. inhibition, % at 30 µM; hits with a dose series show IC50 in µM. recombinant M1AAP, H-Leu-NHMec fluorogenic kinetic assay; higher % means a stronger effect;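 active = primary inhibition above the hit cutoff, then over 50% inhibition at one or more dose response concentrations, cut at about 23% in these data, passing the limit was not always enough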;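 also: plate controls were DMSO full reaction for no effect and no enzyme background for full effect; strong numbers were not always called active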
Yfh1-off respiration: mitochondrial function rescue without frataxin homolog – Friedreich's ataxia, plus single-dose screen, dose response (AID 1465). S. cerevisiae Yfh1-off respiration, WST-1 reduction, 72 h; higher fold induction means a stronger effect. one-dose fold induction at 50 µM; EC50 in µM for titrated hits. 0.074% of 220,000 active;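 active = fold induction of absorbance versus untreated yeast above a set limit, then at least 30% activation at any dose in follow-up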;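 also: activators that raise dye reduction in frataxin-depleted yeast; strong numbers were not always called active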
Autophagy mod: alters autophagy in cells | MEF GFP-LC3 puncta imaging; test concentration mostly 10 µM | calls only at 10 µM (by protocol) | 0.98% of 190,000 active;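 active = percentage of spot-positive cells more than 3 SD above its plate mean, without a fluorescence outlier flag or 80% toxicity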;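 also: spot-positive cell cutoff set from DMSO-treated cells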
WT yeast gro inh: growth inhibition of WT yeast, mitochondrial fusion screen | inhibition, % at 10 µM | mitochondrial fusion phenotypic screen, WT strain | 2.1% of 190,000 active | AID 1362; in the data active = inhibition above about 58%; tested in S. cerevisiae
P. falciparum M17LAP: P. falciparum M17LAP inhibitors, primary screen, biochemical, fluorogenic H-Leu-NHMec substrate, 1536-well (AID 1619); recombinant M17LAP, H-Leu-NHMec fluorogenic kinetic assay; higher % means a stronger effect; 0.38% of 220,000 active; one-dose inhibition, % at 30 µM; IC50 in µM for titrated hits;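 active = compound inhibiting the enzyme by more than half at any dose during confirmatory dose-response retesting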;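 also: plate controls were full reaction with DMSO carrier for no effect and no enzyme background for full effect; strong numbers were not always called active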
WT yeast gro inh mutant strain: also measured in WT yeast gro inh; calls as there; inhibition, %; mitochondrial fusion phenotypic screen, mutant strain inhibition
Dynein cargo inh cytoplasmic EGFP: further read-out of Dynein cargo inh, marked with its call; z-score; measured here: cytoplasmic GR-EGFP intensity; stronger effect = higher value
Dynein cargo inh nuclear GR-EGFP: further read-out of Dynein cargo inh, marked with its call; z-score; measured here: nuclear GR-EGFP intensity;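 lower value marks the stronger effect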
Dynein cargo inh cell count: second read-out of Dynein cargo inh, no call of its own (marks repeat the call); z-score; measured here: cell count per field
bCat nuc transl cell count 5 µM: second read-out of bCat nuc transl, no call of its own (marks repeat the call); cell count; measured here: cell count, cytotoxicity flag
T cell modulator vesicle-bound %: further read-out of T cell modulator, marked with its call; double positive events, %; measured here: CD8+ vesicle-bound cell fraction;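 binding gate set so that unloaded-vesicle control wells show 10% double positive cells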
MT stabilizer Hoechst-high %: further read-out of MT stabilizer, marked with its call; % Hoechst-high responders; measured here: nuclear condensation Hoechst responders;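 share of cells brighter than vehicle mean plus two SD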
MT stabilizer cytotoxicity %: further read-out of MT stabilizer, marked with its call; toxicity, %; measured here: cytotoxicity by cell density;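 0% = mean cell density of plate MIN control wells and 100% = no cells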
Autophagy mod cell loss 18 h: second read-out of Autophagy mod, no call of its own (marks repeat the call); toxicity, %; measured here: cell loss, nuclei count;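 cell loss after 18 h compound exposure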
Active calls of the source: *; i = inactive; . = no result given.

SMILES	Dynein cargo inh	Dynein cargo inh cytoplasmic EGFP	Dynein cargo inh nuclear GR-EGFP	Dynein cargo inh cell count	T cell modulator	T cell modulator vesicle-bound %	bCat nuc transl	bCat nuc transl cell count 5 µM	MT stabilizer	MT stabilizer Hoechst-high %	MT stabilizer cytotoxicity %	P. falciparum M1AAP	Yfh1-off respiration	Autophagy mod	Autophagy mod cell loss 18 h	WT yeast gro inh	WT yeast gro inh mutant strain	P. falciparum M17LAP
CC(C)(C)c1ccc(C(=O)NNc2cc(N3CCCCC3)nc(N3CCCCC3)n2)cc1	-0.454	-0.163	0.22	-0.261	i	58.6	3.1	1087	2.9	0.9	9.6	0.4%	i	i	8.2	1.8	-1.4	1.2%
O=c1[nH]c2cccnc2n1Cc1ccccc1	-0.61	-0.15	0.288	1.07	i	58.6	-0.7	1160	2.4	2.0	5.5	6.3%	i	i	40.2	2.5	15.1	-1.3%
CCOC(=O)CSc1nnc(CSc2nc3ccccc3c(=O)[nH]2)n1-c1ccccc1	-0.203	-0.206	0.3	-0.828	i	27.1	1.5	1059	25.1	21.6	94.5	-4.5%	i	i	0.9	-13.8	-6.6	15.8%
Cc1ccc(-c2nc(Nc3ccc(N4CCOCC4)cc3)c3ccccc3n2)cc1	-0.846	-0.275	0.193	0.335	i	51.5	0.1	1285	.	.	.	7.1%	i	.	.	.	.	7.0%
Cc1ccc(C(=O)N2CCN(c3ccc(NC(=O)c4ccc(Br)o4)cc3)CC2)cc1	0.292	0.215	0.55	0.512	i	16.5	6.5	1016	2.7	1.6	6.0	0.8%	i	i	2.2	.	.	7.1%
O=C(Cn1cnc2cc([N+](=O)[O-])ccc2c1=O)NC(=O)NCc1ccccc1	3.47	0.299	1.85	-1.91	i	30.5	-2.1	1318	.	.	.	.	i	.	.	.	.	.
O=C(c1cccnc1)N1CCN(CCCc2ccccc2)CC1	-0.732	1.16	-0.0201	0.183	i	7.8	-3.0	957	2.0	2.3	8.5	4.5%	i	i	-11.8	-1.0	-4.7	9.2%
Cc1ccc(-c2nnc(CSc3nc4cc5c(cc4cc3C)OCO5)o2)cc1	-0.492	-0.128	-0.144	0.458	i	24.2	-3.0	996	2.2	3.5	5.5	3.6%	i	i	-25.8	35.8	-4.0	12.3%
Cc1cc(C(=O)CSc2nc(N)cc(N)n2)c(C)n1-c1cccc(C(F)(F)F)c1	-1.02	-0.197	-0.337	0.152	i	57.5	.	.	1.3	2.2	10.5	2.2%	i	i	-7.4	-3.2	-0.9	9.9%
CC(C)(C)c1nnc(N/N=C/c2ccccc2)n(N)c1=O	-0.487	-0.281	-0.497	0.53	i	57.5	0.6	959	4.1	3.4	4.4	4.2%	i	i	-4.1	7.2	-13.7	14.8%
Cc1ccc(C)n1-c1ccc(C(=O)NN=C2CCCC2)cc1	-0.321	-0.386	-0.7	0.0105	i	37.4	-1.4	1063	1.7	3.1	2.4	-5.4%	i	i	2.2	-13.6	-1.5	14.6%
O=C(NCCc1c[nH]c2ccccc12)C(=O)NCC(c1ccco1)N1CCN(c2ccccc2)CC1 (stereo unspecified)	-0.381	-0.221	-0.43	0.143	i	61.7	-1.6	1131	3.0	2.4	7.0	-1.0%	i	i	4.5	10.4	-5.3	4.8%
CCCn1nnnc1NCc1ccccc1OCc1ccc(F)cc1	-0.271	-0.0173	0.328	-0.5	i	6.9	.	.	1.7	2.0	6.5	-0.7%	i	i	5.5	-7.8	4.3	6.4%
COc1ccc(C(=O)Nc2ccc(-n3nncc3C(C)(C)C)cc2)cc1	0.344	-0.255	-0.169	0.954	i	35.2	-1.0	1094	4.3	2.2	0.5	5.1%	i	i	0.3	0.1	16.1	-5.6%
CC(C)(C)NC(=S)NC1CC1	-1.12	-0.266	-0.736	0.775	i	32.5	-1.7	1360	.	.	.	-1.3%	i	.	.	.	.	0.0%
O=C(Cn1sc2ccccc2c1=O)NC12CC3CC(CC(C3)C1)C2	-5.13*	1.98*	-1.58*	0.302*	i	38.1	-3.1	1153	2.4	1.5	6.0	6.2%	i	i	40.9	-0.6	-0.4	18.7%
CCOc1ccc(N(CC(=O)NCc2ccccc2)S(=O)(=O)c2c(C)noc2C)cc1	0.205	-0.212	0.169	-0.0312	i	39.3	-0.6	1274	2.6	2.5	10.4	14.9%	i	i	2.9	10.6	0.0	1.6%
CC1(C)Oc2ccc3ccc(=O)oc3c2C(N2CCCCC2)C1O (stereo unspecified)	-0.539	-0.185	-0.0192	0.256	i	23.1	0.4	954	4.1	1.3	4.0	4.1%	i	i	5.7	-1.0	-13.2	-42.7%
Cc1ccc(/C=C/C(=O)C2C(=O)c3ccccc3C2=O)cc1	-0.733	-0.388	-0.455	0.939	i	15.7	-0.7	827	3.6	2.4	5.0	11.3%	i	i	7.3	8.6	11.3	21.4%
O=C(NNC(=S)NCc1ccccc1)c1ccc2c(c1)OCO2	-0.608	-0.257	-0.136	0.827	i	52.0	-1.2	962	3.2	1.7	5.6	-3.4%	i	i	3.6	-12.9	-8.7	5.3%
CC(=O)c1cccc(NC(=O)CSc2nc(N3CCCCC3)nc(N3CCCCC3)n2)c1	-0.329	0.585	0.126	0.602	i	25.0	0.2	1467	4.4	3.0	5.1	1.6%	i	i	14.2	-2.7	6.5	1.6%
COc1ccc(CNC(=O)C2CCN(S(=O)(=O)N3CCOCC3)CC2)cc1	1.15	-0.251	0.863	0.143	i	31.8	.	.	1.4	2.8	14.6	0.2%	i	i	-54.5	9.8	-6.0	-2.4%
Cc1ccc(CSc2nc3ccccc3c(=O)[nH]2)cc1	-0.32	-0.25	0.626	-1.07	i	41.1	-0.7	1002	5.0	2.9	6.9	1.3%	i	i	11.9	29.0	18.1	-4.7%
O=[N+]([O-])C(C1CCS(=O)(=O)C1)C1CCS(=O)(=O)C1 (stereo unspecified)	0.422	-0.0874	0.334	0.663	i	60.2	-1.3	1069	2.7	1.9	13.1	-1.4%	i	i	5.2	-5.6	-22.1	-10.1%
CCNc1ccc(C(=O)NN=C2CCCC2)cc1[N+](=O)[O-]	0.77	-0.0113	0.516	-1.52	i	6.3	-3.1	1130	1.7	2.8	2.8	5.4%	i	i	27.8	7.7	1.5	24.5%
COC(=O)N(NC(=O)C(O)(c1ccccc1)c1ccccc1)c1ccccc1	-0.15	-0.193	-0.139	-0.721	i	43.2	3.0	1068	5.1	1.1	9.8	1.5%	i	i	25.0	4.9	0.9	18.9%
CN(Cc1ccon1)Cc1cn(C)nc1-c1ccc(Oc2ccccc2)cc1	0.313	-0.278	0.138	0.308	i	33.9	0.9	1281	.	.	.	-0.2%	i	.	.	.	.	-6.0%
COC(=O)c1ccc2c(c1)N(C)C(=O)CS2	-0.38	-0.251	-0.058	0.712	i	51.4	.	.	3.9	2.0	8.0	-2.4%	i	i	-7.0	7.0	6.8	2.9%
COc1cccc(NC(=O)c2ccc(NC(C)=O)cc2)c1	1.25	-0.222	0.699	-0.69	i	7.9	-6.9	1253	2.7	3.1	6.0	0.0%	i	i	-5.3	-2.0	5.6	10.5%

Compounds listed so far containing an aryl thioether with sulfur outside any ring (5):
SMILES	Dynein cargo inh	Dynein cargo inh cytoplasmic EGFP	Dynein cargo inh nuclear GR-EGFP	Dynein cargo inh cell count	T cell modulator	T cell modulator vesicle-bound %	bCat nuc transl	bCat nuc transl cell count 5 µM	MT stabilizer	MT stabilizer Hoechst-high %	MT stabilizer cytotoxicity %	P. falciparum M1AAP	Yfh1-off respiration	Autophagy mod	Autophagy mod cell loss 18 h	WT yeast gro inh	WT yeast gro inh mutant strain	P. falciparum M17LAP
CCOC(=O)CSc1nnc(CSc2nc3ccccc3c(=O)[nH]2)n1-c1ccccc1	-0.203	-0.206	0.3	-0.828	i	27.1	1.5	1059	25.1	21.6	94.5	-4.5%	i	i	0.9	-13.8	-6.6	15.8%
Cc1ccc(-c2nnc(CSc3nc4cc5c(cc4cc3C)OCO5)o2)cc1	-0.492	-0.128	-0.144	0.458	i	24.2	-3.0	996	2.2	3.5	5.5	3.6%	i	i	-25.8	35.8	-4.0	12.3%
Cc1cc(C(=O)CSc2nc(N)cc(N)n2)c(C)n1-c1cccc(C(F)(F)F)c1	-1.02	-0.197	-0.337	0.152	i	57.5	.	.	1.3	2.2	10.5	2.2%	i	i	-7.4	-3.2	-0.9	9.9%
CC(=O)c1cccc(NC(=O)CSc2nc(N3CCCCC3)nc(N3CCCCC3)n2)c1	-0.329	0.585	0.126	0.602	i	25.0	0.2	1467	4.4	3.0	5.1	1.6%	i	i	14.2	-2.7	6.5	1.6%
Cc1ccc(CSc2nc3ccccc3c(=O)[nH]2)cc1	-0.32	-0.25	0.626	-1.07	i	41.1	-0.7	1002	5.0	2.9	6.9	1.3%	i	i	11.9	29.0	18.1	-4.7%

High-throughput results from PubChem.
